High-throughput results deposited in PubChem by several laboratories.
Keap1-Nrf2 PPI: Keap1-Nrf2 protein-protein interaction inhibitors, primary screen, biochemical, fluorescence polarization, single point; Kelch-like ECH-associated protein 1 (Homo sapiens), Q14145; Keap1 Kelch-Nrf2 peptide fluorescence polarization, 1536-well; inhibition, % at 9.4 µM; hit rate 0.15% among 340,000; AID 504523, 2011; in the data active = inhibition above about 12%;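 also: human Keap1 Kelch domain with fluorescein labeled Nrf2 9mer peptide probe; 0% = neutral control wells and 100% = peptide positive control; higher means more block of Keap1 binding to Nrf2 peptide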
RTF Ca sens act: cardiac RTF calcium sensitivity activators, primary screen, biochemical, IANBD-TnC fluorescence, EC20 calcium | AID 493008, 2010 | hit rate 0.24% among 340,000 | IANBD-labeled TnC RTF fluorescence at EC20 calcium; 0% EC20 calcium, 100% full calcium | activation, % at 7.2 µM | Troponin I, cardiac muscle (Homo sapiens) + Troponin T, cardiac muscle (Homo sapiens) + …;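 active = activation above the mean over all tested compounds plus 3 SD, cut at about 30% in these data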;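 also: rise in fluorescence read as greater calcium sensitivity of cardiac thin filaments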
V-ATPase pH: regulators of yeast V-ATPase proton pumping, primary screen, pHLuorin cytosolic pH fluorescence. S. cerevisiae. response, % at 10 µM. hit rate 0.37% among 350,000. AID 504577, 2011; in the data active = response mostly above about 7.3%, no sharp cut-off; inactive = mostly below about 5.4%; also: actives read high; inactives centre near 0; some compounds called inactive have numbers as strong as hits; reference of the scale not given here
DSG3 Ab inh: inhibitors of pemphigus antibody binding to DSG3, primary screen, biochemical, bead-based, flow cytometry, scFv-GFP. binding (percent of control), % at 10 µM. Desmoglein-3 (Homo sapiens), P32926. AID 588358, 2011. DSG3-coupled beads, scFv-anti-DSG3-GFP binding; active compounds read low. hit rate 0.48% among 310,000;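 active = binding more than 3 SD below its plate's average and above zero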;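 also: hits lower antibody fragment binding to DSG3; some compounds called inactive have numbers as strong as hits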
Wnt bcat act: Wnt/beta-catenin pathway activators, primary screen, cell-based, plate reader, single point. Wnt/beta-catenin reporter cell assay, activator. hit rate 1.2% among 300,000. activation, % at 9.35 µM; in the data active = activation above about 30%, passing the limit was not always enough;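 also: 0% = neutral control wells and 100% = positive control wells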
MOR-DOR ag: agonists of OPRM1-OPRD1 heterodimerization, primary screen, cell-based, luminescence; Mu-type opioid receptor (Homo sapiens) + Delta-type opioid receptor (Homo sapiens), …; hit rate 0.3% among 340,000; activation, % at 9.3 µM; cells; in the data active = activation above about 18%;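 also: 0% = vehicle-treated cells and 100% = reference agonist; values of inactives mirror those of a sister screen read the other way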
Target sequence (P35372 whole entry, looked up): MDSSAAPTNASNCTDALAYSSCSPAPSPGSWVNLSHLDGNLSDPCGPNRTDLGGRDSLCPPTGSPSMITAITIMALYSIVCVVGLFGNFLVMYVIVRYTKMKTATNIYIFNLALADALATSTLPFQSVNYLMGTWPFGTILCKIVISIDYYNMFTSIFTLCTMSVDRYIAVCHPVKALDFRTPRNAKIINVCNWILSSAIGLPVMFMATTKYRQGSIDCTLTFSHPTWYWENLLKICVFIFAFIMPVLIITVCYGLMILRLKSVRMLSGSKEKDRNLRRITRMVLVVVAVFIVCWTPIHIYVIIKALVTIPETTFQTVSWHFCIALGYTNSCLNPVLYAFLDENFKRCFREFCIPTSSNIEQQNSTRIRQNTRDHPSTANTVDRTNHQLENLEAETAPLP
Target sequence (P41143 whole entry, looked up): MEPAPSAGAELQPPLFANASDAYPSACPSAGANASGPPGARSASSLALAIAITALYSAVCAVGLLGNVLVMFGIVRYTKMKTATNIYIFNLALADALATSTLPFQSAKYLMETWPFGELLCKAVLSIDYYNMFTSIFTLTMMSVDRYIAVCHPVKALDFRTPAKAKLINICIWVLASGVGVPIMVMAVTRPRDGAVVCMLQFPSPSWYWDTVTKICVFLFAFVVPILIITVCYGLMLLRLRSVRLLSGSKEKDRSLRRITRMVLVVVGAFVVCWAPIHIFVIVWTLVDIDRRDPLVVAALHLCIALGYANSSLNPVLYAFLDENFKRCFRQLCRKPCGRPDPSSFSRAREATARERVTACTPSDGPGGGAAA
RTF Ca sens inh: cardiac RTF calcium sensitivity inhibitors, primary screen, biochemical, IANBD-TnC fluorescence, EC70 calcium | inhibition, % at 7.15 µM | hit rate 0.12% among 340,000 | IANBD-labeled cardiac RTF, Ca2+ fluorescence | Troponin I, cardiac muscle (Homo sapiens) + Troponin T, cardiac muscle (Homo sapiens) + …;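 active = inhibition above the mean inhibition of all tested compounds plus 3 SD, cut at about 17% in these data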;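 also: assay run at fixed EC70 calcium of 1.6 mM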
Arr AP2 block: inhibitors of beta-arrestin/AP2 binding, primary screen, biochemical, GPCR trafficking, flow cytometry. beta-arrestin 1 C-terminal peptide binding to AP2 beta2-adaptin appendage (human). FITC-arrestin peptide / GST-AP2 beads; AP2 beta2 appendage carries R879A mutation. inhibition, % at 10 µM. hit rate 0.31% among 340,000;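 active = inhibition above a set limit, near 3 SD of compounds lacking own fluorescence, cut at about 54% in these data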;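 also: plate controls were DMSO wells for no effect and 5 µM unlabelled arrestin peptide for full effect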
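Test system: GST-tagged AP2 beta2-adaptin appendage (R879A) on 4 µm glutathione beads; also added: fluorescein-tagged arrestin peptide at 50 nM final; timing: 12 min plus 1 h, RT; signal: flow cytometry, FL1 (488/535 nm); read-out: percent drop in bead-associated FITC signal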
C-LANA FP: inhibitors of KSHV C-LANA binding to DNA, primary screen, biochemical, fluorescence polarization, FAM-LBS DNA, MBP-C-LANA, single point; inhibition, % at 9 µM; Kaposi's sarcoma herpesvirus LANA C-terminal domain (residues 932-1162) DNA binding; hit rate 0.078% among 340,000;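 active = highest replicate inhibition at or above 60% at 9 µM, even if other replicates fall short; inactive = all replicates below 60% inhibition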;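 also: 0% = neutral control wells and 100% = 4 µM acridine orange control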
MOR-DOR inv ag: inverse agonists of MOR-DOR heterodimerization, primary screen, cell-based, luminescence; cell-based MOR-DOR heterodimer luminescence, inverse agonism; inhibition, % at 9.3 µM; hit rate 0.21% among 340,000; in the data active = inhibition above about 22%, passing the limit was not always enough;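 also: 0% = cells with DMSO and 100% = wells without cells with DMSO; values of inactives mirror those of a sister screen read the other way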
Starred values were filed as active, the others as inactive; . = no result given.

Preview:
SMILES	Keap1-Nrf2 PPI	RTF Ca sens act	V-ATPase pH	DSG3 Ab inh	Wnt bcat act	MOR-DOR ag	RTF Ca sens inh	Arr AP2 block	C-LANA FP	MOR-DOR inv ag
Cc1ccc(N2C(=O)CSC2=S)cc1C	-7	8	0	101	0	1.4	-19	4	2.3	-8
COc1ccc(NC(=O)c2sc3nc(N4CCCC4)c4c(c3c2N)CC(C)(C)OC4)cc1	-2	3	-4	112	-3	-2.4	-10	-20	-0.8	12
CCC(C)(C)NC(=O)C(c1cccc(OC)c1OC)N(C(=O)CCC(=O)Nc1cc(C)on1)C(C)C (centres undefined)	-1	-11	-5	98	-2	-2.5	-14	19	-0.3	15
N#CC1=C(N)OC2=C(C(=O)CC(c3ccccc3)C2)C1c1ccc2c(c1)OCO2 (centres undefined)	-3	5	0	108	1	-1.0	-15	-1	0.4	5
COc1cc(OCc2ccccc2)c2c(CCC(=O)O)cc(=O)oc2c1	-1	-7	-2	94	1	-2.9	-1	32	0.6	15
COC(=O)c1ccc(N2CCN(C)CC2)c(NC(=O)COc2ccccc2)c1	2	-3	-3	108	-1	-2.9	7	29	-0.3	16
O=C(O)CCNc1ccc2c(c1)OCCO2	-3	-4	-1	95	.	-2.2	-23	13	2.3	12
CCC(C)NC(=O)CNC(=O)c1nn(-c2ccc(OC)c(Cl)c2)c(=O)c2ccccc12 (centres undefined)	-3	2	-1	98	2	-3.7	-6	-9	-0.6	20
CCN(CC)CCNC(=O)c1cc2c(=O)n(C)c3ccccc3c2s1	-5	-1	-1	93	2	-2.6	4	0	-6.1	15
NC(N)=NS(=O)(=O)c1ccc(NC(=S)Nc2ccc(F)cc2)cc1	-2	2	1	94	1	-3.5	-4	-1	2.9	20
Cc1ccc(C)c(NC(=O)c2ccc(S(=O)(=O)C(F)F)cc2)c1	0	-3	0	97	-3	0.3	7	-3	-3.7	-2

The list itself, previewed entries included:
SMILES	Keap1-Nrf2 PPI	RTF Ca sens act	V-ATPase pH	DSG3 Ab inh	Wnt bcat act	MOR-DOR ag	RTF Ca sens inh	Arr AP2 block	C-LANA FP	MOR-DOR inv ag
Cc1ccc(N2C(=O)CSC2=S)cc1C	-7	8	0	101	0	1.4	-19	4	2.3	-8
COc1ccc(NC(=O)c2sc3nc(N4CCCC4)c4c(c3c2N)CC(C)(C)OC4)cc1	-2	3	-4	112	-3	-2.4	-10	-20	-0.8	12
CCC(C)(C)NC(=O)C(c1cccc(OC)c1OC)N(C(=O)CCC(=O)Nc1cc(C)on1)C(C)C (centres undefined)	-1	-11	-5	98	-2	-2.5	-14	19	-0.3	15
N#CC1=C(N)OC2=C(C(=O)CC(c3ccccc3)C2)C1c1ccc2c(c1)OCO2 (centres undefined)	-3	5	0	108	1	-1.0	-15	-1	0.4	5
COc1cc(OCc2ccccc2)c2c(CCC(=O)O)cc(=O)oc2c1	-1	-7	-2	94	1	-2.9	-1	32	0.6	15
COC(=O)c1ccc(N2CCN(C)CC2)c(NC(=O)COc2ccccc2)c1	2	-3	-3	108	-1	-2.9	7	29	-0.3	16
O=C(O)CCNc1ccc2c(c1)OCCO2	-3	-4	-1	95	.	-2.2	-23	13	2.3	12
CCC(C)NC(=O)CNC(=O)c1nn(-c2ccc(OC)c(Cl)c2)c(=O)c2ccccc12 (centres undefined)	-3	2	-1	98	2	-3.7	-6	-9	-0.6	20
CCN(CC)CCNC(=O)c1cc2c(=O)n(C)c3ccccc3c2s1	-5	-1	-1	93	2	-2.6	4	0	-6.1	15
NC(N)=NS(=O)(=O)c1ccc(NC(=S)Nc2ccc(F)cc2)cc1	-2	2	1	94	1	-3.5	-4	-1	2.9	20
Cc1ccc(C)c(NC(=O)c2ccc(S(=O)(=O)C(F)F)cc2)c1	0	-3	0	97	-3	0.3	7	-3	-3.7	-2
C=CCCN(C(CC(C)C)C(=O)OC)S(=O)(=O)c1ccccc1Br (centres undefined)	0	-3	1	100	0	4.6	1	20	1.3	-21
Cc1ccc(NC(=O)Cn2cnc3c(OCc4ccccc4)ncnc32)cc1C	-1	-3	-3	100	-3	.	-1	10	-0.4	.
COc1ccc(/C(N)=N/OC(=O)Oc2ccccc2)cc1	1	-1	-3	.	-2	-3.0	-6	12	1.5	16
CCON1C(=O)CN(C(=O)OC)C1c1ccc(Cl)cc1Cl (centres undefined)	-2	4	3	95	1	-1.4	-5	11	0.1	8
O=C(CCn1nnnc1CN1CCOCC1)N1CCC(c2cccc(Cl)c2)C1 (centres undefined)	3	-2	-5	99	-3	-1.5	0	29	-2.4	8
CC1(C)C=C(c2ccc(C=O)s2)CC(C)(C)N1C=O	-1	0	0	106	-1	-0.5	8	11	2.6	3
CCCc1nn(C)c2c(=O)[nH]c(-c3cc(S(=O)(=O)N(CCO)CCO)ccc3OCC)nc12	-3	-3	5	100	0	-0.4	-7	11	-2.9	2
COc1ccc(NC(=O)CN(C)C(=O)CNC(=O)c2ccc3c(c2)OCO3)cc1	3	10	-4	104	3	-1.8	6	-4	1.1	9
CCCc1cc(=O)[nH]c(SCCc2ccccc2)n1	2	-1	-4	102	1	1.4	-1	2	1.8	-7
Cn1c(-c2c(N)n(C3CCCC3)c3nc4ccccc4nc23)nc2ccccc21	-4	4	-82	.	.	6.8	-21	-8	1.0	-40
O=C(CC12CC3CC(CC(C3)C1)C2)NCO	-1	-3	3	105	.	-1.4	-1	45	-1.5	6
O=C(CCC(=O)N1CCc2ccccc2C1)NCCc1ccc(Cl)cc1	-1	-3	-2	120	1	-3.0	9	15	1.7	15
CCN(CC)CCNC(=O)c1cc2ccccc2nc1Cl	1	-4	0	96	-1	-0.9	2	8	-1.5	5
O=C(COc1c(F)c(F)cc(F)c1F)NNC(=O)CC1CCS(=O)(=O)C1 (centres undefined)	2	2	7	97	-1	-0.9	2	9	-2.6	5
C(=N\N1CCN(C2c3ccccc3-c3ccccc32)CC1)/c1cccnc1	2	2	2	114	0	1.7	-4	7	-1.1	-7
O=C(O)c1ccc(S(=O)(=O)N(Cc2ccc(F)cc2)C2CCCCC2)cc1	-3	0	8	103	8	-1.5	-6	15	0.0	7
OC[C@H]1OC(O)C[C@@H](O)[C@@H]1O (some centres undefined)	0	7	-1	117	3	-1.8	-2	26	0.5	10
CC1(C)C(=O)Nc2ccccc2N1C(=O)COc1ncnc2ccccc12	-5	-4	-4	95	-3	-2.1	-12	-7	-1.1	11
O=C(Cn1cnc2c(nnn2-c2ccc(F)cc2)c1=O)N1CCCc2ccccc21	2	3	-2	86	1	-0.8	-6	3	2.3	4
Cc1ccc(-c2cc(C(=O)NCCCn3ccnc3)c3cc(Br)ccc3n2)o1	-3	-4	-2	.	-5	-0.5	-1	11	-1.6	2
O=C(NCCCNC(=O)c1ccco1)c1cccc(F)c1	-6	-5	8	.	-5	-1.1	1	1	0.0	9
CCn1cc(C(=O)N2CCCC2)c(=O)c2cc(S(=O)(=O)N(C)C)ccc21	-2	-2	-2	108	-1	-1.8	-2	8	0.1	9
Cn1cccc1/C=N/NC(=O)CNc1cccc2ccccc12	.	.	0	98	2	.	.	-4	.	.
COc1ccc(-c2nnc(OC)c3ccccc23)cc1	2	0	2	100	-1	-3.1	-7	-16	1.9	14
CC1CCN(CCCNC(=O)C2CCCN(c3ncnc4c3nc3n4CCCCC3)C2)CC1 (centres undefined)	0	-3	1	105	-2	-2.6	-6	18	-1.1	13
O=c1oc(-c2ccc(O)c(O)c2)cc2cccc(O)c12	1	2	1	.	3	2.0	0	-3	1.1	-10
O=C(CCCOc1ccc(Cl)cc1Cl)Nc1cc(S(=O)(=O)N2CCOCC2)ccc1N1CCOCC1	-9	1	-1	99	-4	-3.2	-2	-13	-1.1	12
CC1Sc2ccc(S(=O)(=O)CCC(=O)NC(C)c3ccccc3)cc2NC1=O (centres undefined)	-1	-3	-3	100	5	-2.4	1	37	1.9	12
CCOC(=O)C1=C(O)C(=O)N(c2ccc(S(N)(=O)=O)cc2)C1c1ccc([N+](=O)[O-])cc1 (centres undefined)	-4	1	5	91	-1	-2.5	-17	-7	-1.0	13
C#CCC(NC(=O)c1ccc(C#N)cc1)C(=O)NCCC (centres undefined)	0	-1	2	94	3	-1.0	-3	18	-4.1	6
C=CCn1cccc(C(=O)Nc2ccc(SC)cc2)c1=O	4	-3	-1	99	25	-0.1	-4	-3	3.6	1
CC(=O)c1nnn(-c2ccc([N+](=O)[O-])cc2C)c1C	-3	10	1	93	-1	-0.2	4	8	0.0	1
COc1ccc(-c2noc(CCC(=O)Nc3cccnc3)n2)cc1OC	-8	-2	-2	.	0	-3.6	-11	1	0.5	15
Nc1nnnn1/N=C/c1cccc(O)c1	1	0	0	107	.	-2.5	2	6	-1.1	14
O=C(NCc1nnnn1-c1ccc(F)c(F)c1)C(=O)c1c[nH]c2ccccc12	0	0	3	102	2	-0.6	-5	-4	-0.3	4
O=[N+]([O-])c1cccnc1Oc1ccc(F)cc1F	-2	4	-1	111	2	-2.0	-3	-21	0.7	10
COc1ccc(CCC(=O)Nc2ccccc2C(F)(F)F)cc1	2	4	-2	101	.	-3.2	1	37	-0.6	16
COc1cccc(NC(=O)COC(=O)c2ccccc2C(=O)N2CCN(c3ccccc3)CC2)c1	-6	-1	0	110	-1	0.0	2	42	0.6	0
O=C(CN(Cc1ccccc1)C(=O)CNS(=O)(=O)c1ccccc1)NCC1CCCO1 (centres undefined)	-5	-9	2	91	-2	0.5	1	2	0.3	-4
